Source: PubChem
D2 ag: HTS Assay for Allosteric Agonists of the Human D2 Dopamine Receptor: Primary Screen for Agonists; D(2) dopamine receptor (Homo sapiens), P14416; HEK293 T-REx D2 cells, calcium flux agonist mode; activation, % at 2 µM; 340,000 tested, 0.53% active;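 active = activation over 3 SD above normal in the single-dose calcium agonist read, cut at about 30% in these data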; note: 0% is about no effect
Target sequence (P14416 whole entry, looked up): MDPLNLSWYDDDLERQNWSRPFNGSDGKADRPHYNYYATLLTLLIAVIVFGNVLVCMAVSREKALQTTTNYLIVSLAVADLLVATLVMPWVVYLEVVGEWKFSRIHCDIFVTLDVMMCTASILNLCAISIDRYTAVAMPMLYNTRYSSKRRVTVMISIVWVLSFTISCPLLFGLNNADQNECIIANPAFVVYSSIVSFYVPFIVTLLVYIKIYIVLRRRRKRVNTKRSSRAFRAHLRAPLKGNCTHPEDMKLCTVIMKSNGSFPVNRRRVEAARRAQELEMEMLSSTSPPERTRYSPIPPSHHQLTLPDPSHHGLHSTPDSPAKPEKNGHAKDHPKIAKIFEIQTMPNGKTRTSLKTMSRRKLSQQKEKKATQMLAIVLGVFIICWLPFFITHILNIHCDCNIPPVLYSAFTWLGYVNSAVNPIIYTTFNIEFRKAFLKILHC
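HEK293 Trex D2 cells, tetracycline-induced, o/n 30 C 5% CO2; no-wash Ca dye, RT 30–90 min; 10-cycle baseline, 23 nl cpd added, kinetic Ca read 180 s; agonist hits = positive Ca response.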
D2 antag: HTS Assay for Allosteric Antagonists of the Human D2 Dopamine Receptor: Primary Screen for Antagonists; D(2) dopamine receptor (Homo sapiens), P14416; HEK293 TREx D2 cells, calcium flux, dopamine EC80; inhibition, % at 10 µM; 340,000 tested, 2% active; in the data active = inhibition above about 30%; note: 0% is about no effect
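Tetracycline-induced HEK293 TREx cells expressing D2 receptor forced-coupled to calcium signalling, loaded with no-wash calcium dye. Compounds added and calcium flux read 180 s, then dopamine added at EC80 and read a further 180 s.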
TrxR1 substrate: qHTS Assay for Substrates of Mammalian Selenoprotein Thioredoxin Reductase 1 (TrxR1): qHTS; Potency, µM (series often up to 114 µM), inactives show at the highest dose activity change, negative = substrate turnover; Thioredoxin reductase 1, cytoplasmic (Rattus norvegicus), O89049; 390,000 tested, 0.01% active; purified TrxR1 substrate turnover, NADPH consumption readout; note: potency is the fitted concentration of half-maximal effect; % is set by controls: 0 for no effect and ±100 for the full control effect; nearly all actives have a fitted effect of over 50% in size
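Rat TrxR1, dispensed at 90 nM, was prereduced with 400 uM NADPH (final) for 5 min at ~22 deg C, then incubated with compound 15 min before 400 uM selenite. A first-read NADPH fluorescence drop versus no-compound background flagged substrates.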
Pin1 inh: qHTS Assay to Find Inhibitors of Pin1; Peptidyl-prolyl cis-trans isomerase NIMA-interacting 1 (Homo sapiens), Q13526; Pin1 FP peptide displacement, HiFluor488, 10 min; Potency, µM (doses to about 115 µM), inactives show at the highest dose activity, negative = inhibition, most hits filed as inhibitors; 390,000 tested, 0.009% active; AID 504891, 2011; active = well fitted inhibition curve with a large enough effect in the polarisation, with a control signal flat, not every such curve was filed as active; inconclusive = small, poorly fitted or top-dose-only effect, or effect the other way, or a change in a side signal; inactive = no such curve, though single readings can be large or run the other way; the % refers to the polarisation; note: potency is the fitted concentration of half-maximal effect; % is set by controls: 0 for no effect and ±100 for the full control effect
Target sequence (Q13526 whole entry, looked up): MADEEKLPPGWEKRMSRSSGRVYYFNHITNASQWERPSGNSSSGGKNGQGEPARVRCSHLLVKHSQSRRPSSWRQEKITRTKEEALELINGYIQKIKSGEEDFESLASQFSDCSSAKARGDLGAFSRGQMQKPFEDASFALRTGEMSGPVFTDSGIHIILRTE
USP1 inh: Inhibitors of USP1/UAF1: Primary Screen. recombinant USP1/UAF1, Ub-Rhodamine cleavage fluorescence. Ubiquitin carboxyl-terminal hydrolase 1 (Homo sapiens), O94782. AID 743255, 2014. 390,000 tested, 0.23% active. Potency, µM (titrated, usually from 57.1 µM), for inactives: top-dose activity change, negative = inhibition, hits mostly inhibitors; note: potency is the fitted concentration of half-maximal effect; % is set by controls: 0 for no effect and ±100 for the full control effect; nearly all actives have a fitted effect of over 60% in size; inactives centre near -12
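USP1/UAF1 complex at 1 nM was preincubated with compound for 15 min at room temperature, then Ub-Rho substrate (150nM final) was added. Fluorescence (480/540 nm) was read kinetically, 6 reads every 60 seconds.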
TRHR agonist: qHTS for Small Molecule Agonists and Allosteric Enhancers of Human TRH Receptor: Primary Screen for Agonists; TRHR cells, calcium flux fluo-8, FDSS agonist mode; activation, % at 2 µM; Thyrotropin-releasing hormone receptor (Homo sapiens), P34981; 360,000 tested, 0.18% active; in the data active = activation above about 30%; note: 0% is about no effect
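TRHR-expressing cells loaded with fluo-8 calcium dye; 23 nL library compound pin-transferred, kinetic FDSS fluorescence (Ex 480/Em 530) recorded about 180 s for agonist-induced calcium release, before a 10 nM TRH EC20 addition for potentiator mode.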
mIDH1 inhibitor: qHTS for Inhibitors of mutant isocitrate dehydrogenase 1 (IDH1): qHTS. IDH1-R132H enzyme, NADPH consumption, diaphorase/resazurin fluorescence. Potency, µM (highest dose often 76.6 µM), for inactives: at the top dose activity change, negative = inhibition, usual class: inhibitors. 390,000 tested, 0.093% active. Isocitrate dehydrogenase [NADP] cytoplasmic (Homo sapiens), O75874; note: potency is the fitted concentration of half-maximal effect; % is set by controls: 0 for no effect and ±100 for the full control effect; nearly all actives have a fitted effect of over 65% in size
Target sequence (O75874 whole entry R132H, stated change not applied): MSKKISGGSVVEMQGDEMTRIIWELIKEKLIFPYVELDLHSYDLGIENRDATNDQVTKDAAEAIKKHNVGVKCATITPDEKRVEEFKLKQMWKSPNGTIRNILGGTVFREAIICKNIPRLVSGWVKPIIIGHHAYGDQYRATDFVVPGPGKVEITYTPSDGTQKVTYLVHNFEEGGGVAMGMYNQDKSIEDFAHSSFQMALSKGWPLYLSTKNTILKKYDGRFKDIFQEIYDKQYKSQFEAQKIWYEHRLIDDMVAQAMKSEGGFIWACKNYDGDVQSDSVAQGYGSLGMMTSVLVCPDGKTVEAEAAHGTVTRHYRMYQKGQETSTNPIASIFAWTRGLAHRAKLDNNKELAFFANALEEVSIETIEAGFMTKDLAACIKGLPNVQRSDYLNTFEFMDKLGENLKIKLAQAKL
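IDH1-R132H (0.5 ug/mL) preincubated 30 min with compound, then NADPH (0.016 mM) and alpha-KG (2 mM) added; 80 min at RT, pH 7.5. Remaining NADPH coupled via diaphorase/resazurin to fluorescence (540/590 nm); concentration-response curves normalized to no-enzyme control.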
rTrxR1 inhibitor: qHTS Assay for Inhibitors of Mammalian Selenoprotein Thioredoxin Reductase 1 (TrxR1): qHTS; Thioredoxin reductase 1, cytoplasmic (Rattus norvegicus), O89049; recombinant rTrxR1, NADPH fluorescence consumption, selenite substrate; Potency, µM (highest dose often 114 µM), inactives show at the top dose activity change, negative = inhibition, most hits filed as inhibitors; 390,000 tested, 1% active; note: potency is the fitted concentration of half-maximal effect; % is set by controls: 0 for no effect and ±100 for the full control effect; nearly all actives have a fitted effect of over 65% in size
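Rat TrxR1 (90 nM in the dispensed reagent) was pre-reduced with 400 uM NADPH for 5 min at room temperature, then incubated with compound for 15 min. After 400 uM selenite was added, NADPH fluorescence (Ex 340/Em 450 nm) was followed for 8 min.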
TRHR PAM: qHTS for Small Molecule Agonists and Allosteric Enhancers of Human TRH Receptor: Primary Screen for Enhancers; Thyrotropin-releasing hormone receptor (Homo sapiens), P34981; TRHR cells, fluo-8 calcium fluorescence, EC20 TRH enhancement; enhancement, % at 2 µM; 360,000 tested, 0.66% active; in the data active = enhancement above about 30%; note: 0% is about no effect
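TRHR-expressing cells loaded with fluo-8 calcium dye were read kinetically (ex 480/em 530) during compound addition, then stimulated with an EC20 of TRH (10 nM final). Enhancement of the Gq-mediated intracellular calcium response was scored.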
* = called active by the depositor; ? = inconclusive; . = not tested or not shown; [ ] = remark or other dose. Unless noted, calls come from the whole dose curve; as a rule, active = well fitted inhibition curve with a large enough effect; inconclusive = small, poorly fitted or top-dose-only effect; inactive = no such curve, though single readings can be large or run the other way. A portion of the library; the hit share may differ from the screen's.

SMILES	D2 ag	D2 antag	TrxR1 substrate	Pin1 inh	USP1 inh	TRHR agonist	mIDH1 inhibitor	rTrxR1 inhibitor	TRHR PAM
CNC(=S)N1N=C(c2ccc(C)cc2)CC1c1ccc(OC)cc1 (centres undefined)	0.2	-18	-12%	7%	-6%	-0.2	1%	-10%	9
CN(C)CCOc1ccccc1-c1ccccc1	.	.	8%	-11%	-3%	0.7	7%	22%	3
CCOC(=O)c1ccc2c(c1)[n+](CC)c(C)n2-c1ccccc1	-1.7	13	-14%	-10%	-7%	-1.2	0%	-22%	-3
O=C(Cn1ncc(Cl)c(Cl)c1=O)NC1CCCCC1	-0.1	23	1%	-4%	-29%	0.0	0%	56µM*	-3
CN(C(=O)COC(=O)C1CCN(S(=O)(=O)c2c(Cl)cccc2Cl)CC1)C1CCCCC1	-0.4	-9	3%[57.1 µM]	6%	-15%	-0.1	0%	3%[57.1 µM]	-9
CCCCOc1ccc(C(=O)NCCc2ccccc2)cc1	-0.9	7	2%	9%	-9%	-0.5	0%	6%	5
CC(OC(=O)C1CCCC1)C(=O)Nc1ncc(Cl)cc1Cl (centres undefined)	0.3	-6	-3%	0%	-15%	-0.3	-9%	4%	6
Cc1ccc(NS(=O)(=O)c2ccccc2Cl)c2c1CC(C)(C)O2	0.2	5	-7%	6%	-17%	-0.4	34%[activator]	0%	-9
COc1cc(OC)cc(N(C(=O)CNC(=O)c2ccco2)C(C(=O)NCC2CCCO2)c2ccccc2)c1 (centres undefined)	-1.6	4	9%	-8%	-20%	-0.6	0%	37%[activator]	2
Clc1ccc(-c2ccc(/C=N/Nc3nncc(-c4ccccc4)n3)o2)cc1	0.4	-6	-3%	0%	-17%	0.4	8%	1%	-3
Cn1c2c(c(=O)n(C)c1=O)C1c3ccccc3OCC1C(C)(C)O2 (centres undefined)	.	.	2%[57.1 µM]	-2%	-10%	-0.3	-5%	?	1
O=[n+]1cc(-c2ccc(Cl)cc2)n([O-])c2c1CCCCC2	14	7	10%	-1%	-2%	-1.8	0%	18%	7
Cc1cc(C)cc(OCC(=O)OCC(=O)N(C)CC(=O)Nc2ccc(F)cc2)c1	-0.4	18	-7%	2%	-23%	-0.3	2%	0%	-9
COc1cccc(C(=O)Nc2cccc(OCc3cc(=O)n4c5c(sc4n3)CCCC5)c2)c1	0.1	.	4%	12%	-8%	0.5	0%	11%	4
CCCOCCOC(=O)C1=C(C)NC(=O)NC1c1cc(Cl)c(O)c(OC)c1 (centres undefined)	0.0	9	14%	-1%	-13%	-0.2	9%	24%	-3
CCc1ccccc1N(CC(=O)N1CCCCCC1)S(C)(=O)=O	21	2	3%	-5%	-29%	1.3	-10%	20%	-3
COc1ccc(NC(=O)c2ccc3c(=O)n4nc(Nc5cccc(Cl)c5C)sc4nc3c2)cc1	0.5	.	1%	2%	-14%	0.8	-6%	21%	14
CCN(C(=O)c1ccc2c(=O)n3c(nc2c1)CCCCC3)c1ccccc1C	0.4	-5	-2%	0%	-6%	-0.2	-9%	20%	-8
CC(C)Nc1ncnc2[nH]ncc12	.	.	7%[57.1 µM]	6%	3%	.	-5%	-2%[2.29 µM]	.
Cc1cc(Cl)ccc1NC(=S)NCCc1ccc(Cl)cc1	0.3	2	-3%	?	-1%	0.5	-8%	14%	-4
Cc1cc(OCC(=O)N2CCC(C(=O)O)CC2)c2c(C)c(C)c(=O)oc2c1	0.7	-12	203%[activator]	1%	-13%	0.1	-2%	1%	2
O=C(NCCOC(=O)c1ccc([N+](=O)[O-])cc1)c1cccnc1	-0.1	12	5%	-1%	-13%	0.1	2%	4%	-2
CC(N)C12CC3CC(CC(O)(C3)C1)C2 (centres undefined)	0.9	-18	11%	1%	?	-1.0	3%	12%	5
CCC1CCCCN1CCCNC(=O)c1nn(C)c2c1CS(=O)(=O)c1ccccc1-2 (centres undefined)	0.4	24	4%	-4%	-16%	0.3	0%	14%	1
N#Cc1c(SCC(=O)OCc2ccccc2)nsc1SCC(=O)OCc1ccccc1	2.0	-1	3%	3%	-23%	2.3	5%	12%	7

4 records drawn at random from those above:
SMILES	D2 ag	D2 antag	TrxR1 substrate	Pin1 inh	USP1 inh	TRHR agonist	mIDH1 inhibitor	rTrxR1 inhibitor	TRHR PAM
CCCCOc1ccc(C(=O)NCCc2ccccc2)cc1	-0.9	7	2%	9%	-9%	-0.5	0%	6%	5
CCC1CCCCN1CCCNC(=O)c1nn(C)c2c1CS(=O)(=O)c1ccccc1-2 (centres undefined)	0.4	24	4%	-4%	-16%	0.3	0%	14%	1
Cc1cc(C)cc(OCC(=O)OCC(=O)N(C)CC(=O)Nc2ccc(F)cc2)c1	-0.4	18	-7%	2%	-23%	-0.3	2%	0%	-9
CNC(=S)N1N=C(c2ccc(C)cc2)CC1c1ccc(OC)cc1 (centres undefined)	0.2	-18	-12%	7%	-6%	-0.2	1%	-10%	9

Next part:
SMILES	D2 ag	D2 antag	TrxR1 substrate	Pin1 inh	USP1 inh	TRHR agonist	mIDH1 inhibitor	rTrxR1 inhibitor	TRHR PAM
COc1cccc(/C=C/c2ccc3cccc(O)c3n2)c1	-0.3	-20	0%	5%	-18%	0.4	16%	-11%	-1
O=C(NCCO)/C(=C\c1ccc2c(c1)OCO2)NC(=O)c1ccc(Br)cc1	0.6	0	-23%	-3%	0%	-0.1	-7%	-14%	2
COc1cccc(CN(C)CC(O)COC(c2ccccc2)c2ccccc2C)c1 (centres undefined)	-0.4	-8	-3%	0%	-14%	0.3	6%	14%	21
COc1ccc(CCNC(=O)C(=O)NCc2cccs2)cc1OC	-0.2	7	-2%[57.1 µM]	3%	-10%	-2.5	-2%	6%[57.1 µM]	-13
CCc1ccccc1NC(=O)CSC1=C(C#N)C(c2ccc(O)c(OC)c2)C2=C(CCCC2=O)N1 (centres undefined)	-1.0	-3	0%	0%	-23%	-0.1	3%	-18%	-4
O=C(CSc1nc2c(sc3ccccc32)c(=O)n1CCO)NCC1CCCO1 (centres undefined)	1.7	18	11%[57.1 µM]	-1%	-20%	0.2	1%	5%[57.1 µM]	2
CCc1ccc(S(=O)(=O)Nc2ccc(C)c(NS(C)(=O)=O)c2)cc1	-1.0	-6	-3%	-1%	-5%	-1.1	-4%	4%	2
N#CC1=C(N)Oc2cc3c(cc2C1c1ccc(Cl)cc1)OCO3 (centres undefined)	0.0	-4	2%	0%	-14%	-0.8	-1%	-10%	-5
COC(=O)c1ccccc1NC(=O)c1ccc(COc2ccccc2Cl)o1	0.6	.	4%	2%	-13%	0.2	0%	16%	16
NCc1cc2c3c(c1)CCCN3CCC2	.	.	-4%	-12%	-30%	-0.6	7%	?	2
CC(C)CC(=O)Nc1ccc(N2CCOCC2)cc1	0.6	1	13%[57.1 µM]	-3%	-10%	0.5	0%	13%[57.1 µM]	7
C/C(Cc1ccccc1)=N/NC(=O)CCCC(=O)N/N=C(/C)Cc1ccccc1	0.2	0	0%	-3%	-10%	2.3	-3%	19%	0
Cc1ccc2nc(SCc3nc4cc(Cl)ccc4c(=O)[nH]3)[nH]c2c1	0.0	-16	6%[57.1 µM]	21%	-3%	-0.3	0%	38%[activator][57.1 µM]	-13
COc1ccc(NC(=O)CC2C(=O)N(c3cccc(C)c3)C(=O)N2Cc2cccnc2)cc1 (centres undefined)	0.1	.	11%	-1%	-8%	-0.1	0%	25%	-2
CCOC(=O)c1ccc(NC(=O)COc2ccc(CNCCO)cc2OCC)cc1	0.6	-3	3%[57.1 µM]	-12%	-4%	0.6	-2%	15%[57.1 µM]	2
COC(=O)c1cccc(NC(=O)c2ccc(OC)c(Cl)c2)c1	-0.4	13	0%	0%	?	-0.8	-6%	5%	-1
CC1CCCCN1C(=O)Cn1cnc2c1c(=O)n(C)c(=O)n2C (centres undefined)	-0.1	-11	-5%	9%	-12%	0.1	-6%	5%	1
CC(C)(C)C(=O)Nc1ccccc1C(=O)NCCCn1ccnc1	2.8	4	8%[11.4 µM]	-4%	-2%	0.2	7%	20%[11.4 µM]	0
CCN(C(=O)COC(=O)c1nc(Cl)ccc1Cl)c1c(N)n(Cc2ccccc2)c(=O)[nH]c1=O	.	.	7%	-4%	-18%	.	3%	19%	.
O=C(Cn1c(=O)oc2ccc(Cl)cc21)NC1CCCCC1	-0.3	-6	-9%	4%	-19%	0.4	-2%	-6%	-2
CCN1CCN(C(=O)C(=O)c2cn(CC(=O)N3CCCC3)c3ccccc23)CC1	-0.5	5	-6%	-3%	-23%	0.4	2%	-2%	-8
COc1cc(OC)c(NC(=O)n2ncc3cc(Cl)ccc32)cc1Cl	0.7	.	2%	1%	-5%	-0.5	0%	12%	-4
CCOC(=O)c1nnn(-c2nonc2N)c1CN1CCCCCC1	-0.1	15	0%[57.1 µM]	0%	-16%	0.8	-5%	-11%[57.1 µM]	1
CCc1nn(CC(=O)NCCN(CC)CC)c(=O)c2cc3occc3n12	-1.1	.	-3%	3%	-8%	-1.2	22%	-11%	5
COC(=O)C1CCN(C(=O)C2CCN(C(=O)[C@H](C)NS(=O)(=O)c3ccc(C)cc3)CC2)CC1	1.0	-6	-2%	0%	13%	-0.2	-3%	10%	-7
